High-throughput results (PubChem BioAssay)
CHT PAM: allosterically activates the human high affinity choline transporter. Q9GZV3. CHT-expressing cells, membrane potential dye, choline EC20; active compounds read high; LV-AA mutant CHT in HEK293 cells. AID 488977. B-score at 10 µM. 0.49% of 310,000 active;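 active = initial fluorescence not abnormally high and integrated response B-score, plate-corrected, over 3 SD above library mean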
Target sequence (Q9GZV3 whole entry, looked up): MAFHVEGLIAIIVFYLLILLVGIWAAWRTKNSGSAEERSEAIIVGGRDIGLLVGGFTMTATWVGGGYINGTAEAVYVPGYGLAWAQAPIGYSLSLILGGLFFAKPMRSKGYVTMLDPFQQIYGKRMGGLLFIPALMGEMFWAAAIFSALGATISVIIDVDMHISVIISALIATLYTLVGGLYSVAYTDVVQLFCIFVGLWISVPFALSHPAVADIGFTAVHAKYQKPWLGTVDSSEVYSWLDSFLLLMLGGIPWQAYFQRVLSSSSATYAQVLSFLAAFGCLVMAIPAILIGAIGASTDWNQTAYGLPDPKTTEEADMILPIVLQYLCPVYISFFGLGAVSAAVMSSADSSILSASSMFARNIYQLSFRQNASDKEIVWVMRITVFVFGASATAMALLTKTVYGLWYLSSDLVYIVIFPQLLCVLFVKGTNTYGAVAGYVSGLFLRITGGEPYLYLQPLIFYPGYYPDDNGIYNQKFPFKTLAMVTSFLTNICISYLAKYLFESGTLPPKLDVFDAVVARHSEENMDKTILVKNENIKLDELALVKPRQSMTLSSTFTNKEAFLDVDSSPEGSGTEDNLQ
CHT inh: inhibits the human high affinity choline transporter; CHT-expressing cells, membrane potential dye, choline response; active compounds read low; Q9GZV3; B-score at 10 µM; AID 488975; 0.86% of 310,000 active;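 active = B-score over 3 SD under the library average, and starting fluorescence ratio not unusually high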;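 note: choline stimulus applied at its EC90 after an EC20 pre-addition; B-score computed on integrated fluorescence ratio after choline addition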
STK33 inh: human STK33 kinase inhibition; purified STK33, MBP phosphorylation, ADP-Glo luminescence; 0.073% of 320,000 active; Q9BYT3; inhibition, % at 10 µM;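 active = inhibition at or above 25%, using the most active replicate where run in duplicate; inactive = inhibition below 25%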
Target sequence (Q9BYT3 whole entry, looked up): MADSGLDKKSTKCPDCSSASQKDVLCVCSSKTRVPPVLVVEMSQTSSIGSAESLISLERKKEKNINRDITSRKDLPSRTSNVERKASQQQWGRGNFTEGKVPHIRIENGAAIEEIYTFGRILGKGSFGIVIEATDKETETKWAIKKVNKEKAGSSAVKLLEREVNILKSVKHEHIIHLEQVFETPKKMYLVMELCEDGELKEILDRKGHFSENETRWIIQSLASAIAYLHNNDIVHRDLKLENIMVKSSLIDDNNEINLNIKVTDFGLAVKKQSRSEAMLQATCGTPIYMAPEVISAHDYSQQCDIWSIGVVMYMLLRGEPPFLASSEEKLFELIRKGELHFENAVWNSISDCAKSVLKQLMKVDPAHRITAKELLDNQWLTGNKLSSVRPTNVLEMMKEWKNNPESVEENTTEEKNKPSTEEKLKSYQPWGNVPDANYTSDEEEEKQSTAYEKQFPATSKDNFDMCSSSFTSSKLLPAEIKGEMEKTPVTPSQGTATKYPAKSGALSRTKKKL
Starred values were filed as active, the others as inactive; i = inactive; x = not tested or not shown.

Below each compound: STK33 inh, CHT PAM, CHT inh
- O=C(CN1CCN(S(=O)(=O)c2ccc(F)cc2)CC1)N1CCOCC1
  -0.7, i, i
- CCc1nn(CC(=O)N2CCN(c3ccc(OC)cc3)CC2)c(=O)c2cc3occc3n12
  -1.3, i, i
- COc1ccc(F)cc1CN1CCN(c2ncnc3scc(-c4ccccc4)c23)CC1
  -0.2, i, i
- CCC(=O)Nc1cc2nn(-c3ccc(C)cc3)nc2cc1C
  -1.9, i, i
- CC(NC(=O)Cc1ccccc1)c1nc2ccccc2[nH]1 (stereo not drawn)
  0.5, i, i
- Cc1c(Cl)ccc2sc(NC(=O)C3CC3)nc12
  0.6, i, i
- O=C(Nc1sc2c(c1C(=O)NCCCO)CCCC2)c1ccccc1
  0.1, i, i
- CC(=O)c1cccc(NC(=O)CCCN(C)S(=O)(=O)c2ccc(F)cc2)c1
  -1.1, i, i
- CC(C)CNC(=O)/C=C/c1cccs1
  x, i, i
- Oc1[nH]c2ccccc2c1N=Nc1ccc(C(F)(F)F)cn1
  1.6, i, i
- CCOc1cccc(CN2CCCC(N3CCc4cc(OC)c(OC)cc4C3)C2)c1O (stereo not drawn)
  -0.6, i, i
- CN1CCN(C(c2cccs2)c2nnnn2Cc2ccc(F)cc2)CC1 (stereo not drawn)
  -0.6, i, i
- COCCCn1c(=S)[nH]c2c(sc3ccccc32)c1=O
  0.2, i, i
- COC(=O)c1cc(S(=O)(=O)n2nc(C)cc2C)c(Cl)cc1Cl
  -2.7, i, i
- Cc1ccc(Nc2nc(-c3ccc(O)cc3O)cs2)nc1
  1.7, i, i
- O=P(O)(CP(=O)(c1ccccc1)c1ccccc1)c1ccccc1
  -0.2, i, i
- Cc1c(C(=O)c2ccc(Cl)cc2[N+](=O)[O-])c2ccccn2c1CCC#N
  5.8, i, i
- N#C/C(=C/c1cn(CC(=O)O)c2ccccc12)C(=O)NCc1ccccc1
  5.7, i, i
- O=c1[nH]c(=O)c2cn[nH]c2[nH]1
  1.1, i, i
- O=C(O)c1ccc(NC(=O)c2cccc(C(=O)Nc3ccc(C(=O)O)cc3)n2)cc1
  34*, i, i
- CCN(CC)c1ccc(NC(=O)C2CCCN(S(=O)(=O)c3cccnc3)C2)c(C)c1 (stereo not drawn)
  -1.3, i, i
- COc1ccc(-n2nc(C(=O)O)cc2-c2ccccc2)cc1
  -1.6, i, i
- COc1ccccc1OCCNC(=O)c1cc(SC)ccc1Cl
  0.5, i, i
- Clc1ccc2c(c1)CNc1c(ncnc1N1CCOCC1)O2
  -2.1, i, i
- CC(C)c1ccc(/C=C/C(=O)Nc2nc3ccc([N+](=O)[O-])cc3s2)cc1
  -1.0, i, i
- O=C(NN1CCOCC1)c1cc(-c2cccs2)nc2ccccc12
  -2.5, i, i
- CCOc1ccc(OCc2ccc(C(=O)OCc3ccccn3)o2)cc1
  -0.6, i, i
- Cc1ccc(CNC(=O)c2cccnc2Sc2cccc(Cl)c2)cc1
  -0.2, i, i
- COC(=O)c1nc(NC(=O)c2ccccc2)n[nH]1
  -0.5, i, i
- CCOc1ccccc1-c1cc(-c2ccc(OC)cc2)nc2c1c(=O)n(C)c(=O)n2C
  -0.7, i, i
- CCCc1cc(=O)[nH]c(NCc2ccc(Cl)cc2)n1
  -0.9, i, i
- CC(=O)Nc1ccc(NC(=O)C/C(C)=N/NC(N)=S)cc1
  0.1, i, i
- CC(=O)Nc1nc2n(n1)C(c1ccc(Cl)cc1)C=C(C)N2 (stereo not drawn)
  -1.7, i, i
- Cc1ccc(CCNC(=O)c2cc(C)nn2-c2ccccc2)cc1
  0.0, i, i
- CC(=O)Nc1c(C)cc(S(C)(=O)=O)cc1C
  -1.9, i, i
- COc1cc(SC)ccc1C(=O)N1CCCc2ccccc21
  -7.4, i, i
- COc1ccccc1C(=O)Nc1nnc(S(=O)(=O)N(C)Cc2ccccc2)s1
  0.6, i, i
- CCOC(=O)/C(C#N)=C/c1ccc(OCC(=O)Nc2cc(C)ccc2C)c(OC)c1
  -0.8, i, i
- CN(C)CCOc1ccc2ccccc2c1
  -3.1, i, i
- COc1nc2c(c(-c3cc(Br)cs3)c1C#N)Cc1ccccc1-2
  -2.1, i, i
- CC(c1ccccc1)C1CC(=O)N(c2ccccc2)C1=O (stereo not drawn)
  -0.3, i, i
- CCOC(=O)C1=C(C)NC2=C(C(=O)CC(C)(C)C2)C1c1ccc(O)c(OCC)c1 (stereo not drawn)
  -2.7, i, i
- COc1ccc2c(c1)C(C)=CC(C)(C)N2C(=O)CNCc1ccc2c(c1)OCO2
  -1.9, i, i
- COCc1[nH]nc2c1C(c1ccccc1Cl)C(C#N)=C(N)O2 (stereo not drawn)
  0.5, i, i
- COc1ccccc1CNC(=O)Nc1cccs1
  -0.5, i, i
- Cc1ccc2c(c1)Oc1ccc([N+](=O)[O-])cc1C(=O)N2
  -2.0, i, i
- CCOc1ccccc1OCC(O)CNC (stereo not drawn)
  -0.1, i, i
- Cc1cc2ccccc2c(=O)n1CC(=O)NCC(=O)N(C)Cc1ccccc1
  1.3, i, i
- CC(=O)c1cccc(NC(=O)C(C)OC(=O)C2CCC2)c1 (stereo not drawn)
  3.3, i, i
- CCOc1ccc(S(=O)(=O)N(C)c2ccc(OCC(=O)OCc3c(C)noc3C)cc2)cc1
  -0.8, i, i
- O=C(Nc1cccc(Cl)c1)c1ccc(NC2=NC3CS(=O)(=O)CC3S2)cc1 (stereo not drawn)
  -0.2, i, i
- O=C(Nc1c(C(=O)N2CCOCC2)cnn1-c1ccccc1)c1ccc([N+](=O)[O-])cc1
  -2.2, i, i
- O=C(COC(=O)c1nc(Cl)ccc1Cl)c1ccccc1Cl
  0.2, i, i
- O=[N+]([O-])c1ccc(N2CCN(S(=O)(=O)c3ccc4ccccc4c3)CC2)cc1NCC1CCCO1 (stereo not drawn)
  -2.5, i, i
- CCCN(C(=O)c1ccc(N2CCCC2=O)cc1)c1c(N)n(Cc2ccccc2)c(=O)[nH]c1=O
  -1.9, i, i
- Cc1cc(SCNC(=O)c2ccccc2)nc(C(C)C)n1
  -0.7, i, i
- N#Cc1cc2c(nc1SC1CCCCC1O)CCCC2 (stereo not drawn)
  -0.6, i, i
- c1ccc(-c2nc3nc4ccccc4nc3n2Cc2ccco2)cc1
  3.1, i, i
- CCOc1ccc2nc(NC(=O)CSCC(=O)Nc3cc(C)on3)sc2c1
  -0.7, i, i
- CCN(CC)S(=O)(=O)c1ccc(C(=O)NCc2n[nH]c(=S)n2Cc2ccccc2)cc1
  0.4, i, i

Going on with the list:
Below each compound: STK33 inh, CHT PAM, CHT inh
- CCOC(=O)c1c(N)sc(C(O)(C(F)(F)F)C(F)(F)F)c1-c1ccc(OC)cc1OC
  0.6, i, i
- CSCC[C@H](NC(=O)[C@H]1N2C(=O)c3ccccc3C2SC1(C)C)C(=O)NCc1ccncc1 (stereo partly drawn)
  0.0, i, i
- COc1cccc(C(=O)NCCS(=O)(=O)NCc2ccc(Cl)cc2)c1
  1.2, i, i
- CCOc1ccccc1-c1nnc(SCC(=O)NC2CC3CCC2C3)n1CC (stereo not drawn)
  -1.2, i, i
- COc1ccc(/C=C/C(=O)NC2CCN(Cc3ccccc3)CC2)cc1OC
  0.4, i, i
- O=C(CCC(=O)c1ccc(Oc2ccccc2)cc1)Nc1cccc(Cl)c1Cl
  0.0, i, i
- O=C(CNC(=O)c1ccccc1F)NCCOc1ccccc1Cl
  2.2, i, i
- O=C(COC(=O)CNC(=O)c1ccc(Cl)c([N+](=O)[O-])c1)NC(=O)c1ccccc1
  -1.2, i, i
- CC(=O)N1N=C(c2ccncc2)OC12CCCCC2
  -0.5, i, i
- Cc1cc2oc(=O)cc(C)c2c(=O)o1
  -2.2, i, i
- CCOc1ccc(C(CC(=O)O)n2cnnn2)cc1 (stereo not drawn)
  0.9, i, i
- COc1ccc(N2CCN(C(=O)C3CCCN3S(=O)(=O)c3cccc4nsnc34)CC2)cc1 (stereo not drawn)
  -1.0, i, i
- Cc1cc(C)cc(NC(=O)c2nccnc2C(=O)O)c1
  -0.7, i, i
- CCN(CC)CCCNC(=O)C1CCC(CNS(=O)(=O)c2ccc(Cl)cc2)CC1 (stereo not drawn)
  -0.8, i, i
- CN(C)CCCNC(=O)c1ccc(CN(c2ccccc2)S(C)(=O)=O)cc1
  -0.1, i, i
- COc1cccc(NC(=O)CN(C)C(=O)c2ccccc2CCc2ccccc2)c1
  -2.5, i, i
- CN(C)CCOc1nc(-c2ccccc2)nc2c1oc1ccccc12
  -0.1, i, i
- O=C1CCC(=O)N1c1ccc(CSc2nc3ccccc3[nH]2)cc1
  0.9, i, i
- COc1cc(/C=C2/SC(=O)N(CC(=O)N3CCCC3)C2=O)ccc1Oc1ccc([N+](=O)[O-])cn1
  -1.6, i, i
- Cc1ccc(S(=O)(=O)N2CCCCC2)cc1C(=O)N(C)CC(=O)Nc1cccc(F)c1
  -1.2, i, i
- FC(F)C(F)(F)C1=CC(c2cccs2)=NCCN1
  -2.8, i, i
- CC(=O)N1CCc2cc(S(=O)(=O)NC(C(=O)NC3CCCc4ccccc43)C(C)C)ccc21 (stereo not drawn)
  -0.6, i, i
- Cc1cccc(C)c1OCCNC(=O)CCC(=O)c1ccccc1
  -0.3, i, i
- COCCNCCCOc1ccc(C)cc1Br
  -1.1, i, i
- CCOC(=O)c1cc(CC)sc1/N=C/C1=C(O)CCCC1=O
  -0.1, i, i
- O=C(c1cccc(C(F)(F)F)c1)C1CCCN(C(=O)CCCN2CCCC2=O)C1 (stereo not drawn)
  -1.7, i, i
- O=C(CSc1ccccn1)N1CCN(c2ccccc2)CC1
  -1.6, i, i
- O=C(CC1CCCCC1)N1CCN(c2ccccn2)CC1
  0.5, i, i
- CCCN(CCC)C(=O)Nc1ccc(F)cc1F
  -1.4, i, i
- O=S(=O)(c1ccccc1)c1nc(-c2ccccc2F)oc1NCc1cccnc1
  -0.2, i, i
- COc1ccc(-c2cc(-c3nnc(COC(=O)C4CC4C)o3)c3ccccc3n2)cc1OC (stereo not drawn)
  -0.3, i, i
- O=C(Cn1cnc2ccccc21)OCC(=O)N1CCc2ccccc2C1
  -0.6, i, i
- CC(C)c1ccccc1OCCCCN1CCCCC1
  -1.3, i, i
- O=C(Nc1cccc(NC(=O)c2cccs2)c1)c1ccc(Br)cc1
  -0.7, i, i
- Cc1cccc(NC(=O)CSCC(=O)N(C)CCOc2ccc(Cl)cc2)c1
  0.0, i, i
- CC(C)(C)n1nc(-c2ccc(F)cc2)c2c(N)ncnc21
  3.4, i, i
- CC(=O)c1ccc(NC(=O)CSc2nnc(C3CC3)n2C)cc1
  -0.3, i, i
- COc1ccc2oc(-c3ccccc3[N+](=O)[O-])cc(=O)c2c1
  -0.3, i, i
- CC(NC(=O)CSC(=S)N1CCCC1)c1ccc(S(N)(=O)=O)cc1 (stereo not drawn)
  -0.9, i, i
- O=C(O)c1ccc(N2N=C(c3ccccc3)CC2c2ccccc2)cc1 (stereo not drawn)
  -1.7, i, i

Ordered by formula weight (low to high): some entries from above.
Below each compound: STK33 inh, CHT PAM, CHT inh
- CC(=O)c1cccc(NC(=O)C(C)OC(=O)C2CCC2)c1 (stereo not drawn)
  3.3, i, i
- CC(=O)Nc1nc2n(n1)C(c1ccc(Cl)cc1)C=C(C)N2 (stereo not drawn)
  -1.7, i, i
- CC(=O)Nc1ccc(NC(=O)C/C(C)=N/NC(N)=S)cc1
  0.1, i, i
- Clc1ccc2c(c1)CNc1c(ncnc1N1CCOCC1)O2
  -2.1, i, i
- Cc1cc2ccccc2c(=O)n1CC(=O)NCC(=O)N(C)Cc1ccccc1
  1.3, i, i

Molecules from the list above containing a CF3 group:
Below each compound: STK33 inh, CHT PAM, CHT inh
- Oc1[nH]c2ccccc2c1N=Nc1ccc(C(F)(F)F)cn1
  1.6, i, i
- CCOC(=O)c1c(N)sc(C(O)(C(F)(F)F)C(F)(F)F)c1-c1ccc(OC)cc1OC
  0.6, i, i
- O=C(c1cccc(C(F)(F)F)c1)C1CCCN(C(=O)CCCN2CCCC2=O)C1 (stereo not drawn)
  -1.7, i, i

Additional entries:
Below each compound: STK33 inh, CHT PAM, CHT inh
- Nc1nc2ccccc2n1/N=C/c1ccc([N+](=O)[O-])s1
  1.4, i, i
- O=C(CSc1ccc(-c2cccs2)nn1)c1cccs1
  -1.3, i, i
- CCOC(=O)CSc1nnc(-c2ccccc2NC(=O)c2ccccc2)o1
  -0.3, i, i
- COC(=O)C1CCN(C(=O)Cc2ccc(C)cc2)CC1
  -1.0, i, i
- CC(C)N1CCc2c(sc(NC(=O)c3ccc(S(=O)(=O)N4CCc5ccccc54)cc3)c2C(N)=O)C1
  0.5, i, i
- Cc1ccccc1NC(=S)NC1CC2CCC(C1)N2Cc1ccco1 (stereo not drawn)
  -0.4, i, i
- CC(C)(C)c1ccc(S(=O)(=O)N2CCCC2C(=O)NC2=NCCS2)cc1 (stereo not drawn)
  0.0, i, i
- CCCC(=O)CN1C(=O)C2(OCCO2)c2ccccc21
  -0.2, i, i
- CCOC(=O)/C(=C\c1ccccc1)C(=O)c1cc(C(C)=O)c(Nc2ccccc2)s1
  -1.0, i, i
- CCO[C@@H]1OC(C(N)=O)=C[C@H](c2ccccc2)[C@H]1CCCO
  0.6, i, i
- Cn1nc(C(=O)NC(C)(C)C)c2ccccc21
  -1.3, i, i
- COc1cccc(C2Nc3ccccc3C(=O)N2Cc2ccccc2)c1 (stereo not drawn)
  0.1, i, i
- Cc1nn(-c2ccccc2)c2nc(Cl)c(C(=O)O)cc12
  0.0, i, i
- O=C(CSc1nnc(C2CC2)n1Cc1ccccc1)c1cc2ccccc2o1
  1.8, i, i
